NS5 inhibitors = flavivirus cap methylation enzyme inhibition – biochemical, confirmation dose response, primary screen (AID 588689); one-dose inhibition, % at 25 µM; IC50 in µM for titrated hits; 340,000 tested, 0.3% active; Dengue-2 NS5 methyltransferase capping enzyme assay, biochemical; higher % means a stronger effect; in the data active = a potency from the dose series; inconclusive = inhibition above about 29% without an active follow-up result
Rac1 GTP hydrolysis = MgcRacGAP GTPase-activating activity inhibitors, confirmation, biochemical, ADP Hunter fluorescence; MgcRacGAP-stimulated Rac1 GTP hydrolysis, ADP Hunter fluorescence; higher % means a stronger effect; GST-tagged Rac1 F28L mutant substrate; inhibition, % at 30 µM; hits with a dose series show IC50 in µM; 340,000 tested, 0.6% active;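 active = first-screen hits whose inhibition reached a set limit at any dose in the follow-up dose series; inconclusive = inhibition above the set first-screen limit but never retested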;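 note: fluorescence reports GDP produced by GAP-driven GTP hydrolysis; strong numbers were not always called active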
NTR1 ag = agonists of NTR1, primary screen, imaging, U2OS cells, beta-arrestin-GFP, high content (AID 493036); P30989; NTR1-U2OS beta-arrestin-GFP spot imaging, agonist mode; activation, % at 20 µM; 330,000 tested, 0.17% active;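 active = activation at or above 40% of the spot to cytoplasm intensity ratio, with at least 20 cells analyzed; inconclusive = wells under 20 cells, flagged as cytotoxic or low count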;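 note: 0% = DMSO without peptide and 100% = 100 nM NTR1 peptide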
Target sequence (P30989 whole entry, looked up): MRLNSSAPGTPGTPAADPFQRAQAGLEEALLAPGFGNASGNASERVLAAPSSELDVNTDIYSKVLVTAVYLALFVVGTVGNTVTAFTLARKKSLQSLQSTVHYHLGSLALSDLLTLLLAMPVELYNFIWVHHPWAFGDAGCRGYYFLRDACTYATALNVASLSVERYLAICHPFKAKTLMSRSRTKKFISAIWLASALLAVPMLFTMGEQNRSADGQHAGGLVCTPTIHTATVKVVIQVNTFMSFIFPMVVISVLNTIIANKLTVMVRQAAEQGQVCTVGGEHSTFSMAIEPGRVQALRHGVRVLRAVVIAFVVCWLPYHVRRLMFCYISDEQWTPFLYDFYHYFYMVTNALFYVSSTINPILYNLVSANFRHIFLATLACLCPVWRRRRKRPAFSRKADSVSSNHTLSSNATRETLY
NTR1 ag cell count 20 µM = recorded beside NTR1 ag, whose call it bears; cell count; measured here: cell count, cytotoxicity flag
NS5 inhibitors pilot replicate = further read-out of NS5 inhibitors, marked with its call; inhibition, %; measured here: pilot screen replicate inhibition
Starred values were filed as active, the others as inactive; ? = inconclusive. Only part of the results is shown. The share of hits here may be higher or lower than overall.

SMILES	NS5 inhibitors	Rac1 GTP hydrolysis	NTR1 ag	NTR1 ag cell count 20 µM	others
CC1(NC(=O)/C=C/c2nc3ccccc3s2)CCS(=O)(=O)C1 (stereo not drawn)	7%	8%	-1.4	71
COc1ccc2c(c1)[C@H]1[C@H](CO2)[C@H](c2ccccc2)[C@]2(C)C(=O)Nc3cc(C)ccc3C(=O)N12	-10%	4%	-0.2	86
COC(=O)c1sc(S(=O)(=O)Nc2c(C)nn(C)c2C)c(C(=O)OC)c1C	-1%	4%	-0.7	48
CCC1(c2ccc(Cl)cc2)NC(=O)N(CC(=O)N2CCN(C(=O)c3ccco3)CC2)C1=O (stereo not drawn)	-5%	4%	2.4	70
O=C(c1cc(-c2ccco2)nc2ccccc12)N1CCN(Cc2ccccc2)CC1	1%	3%	2.3	51
CC1Cc2ccccc2N1C(=O)COC(=O)c1n[nH]c(=O)c2ccccc12 (stereo not drawn)	-2%	1%	1.9	62
COc1ccc2sc(-c3ccccc3OC)c(-c3ccc(O)cc3)c2c1	-3%	-1%	11	52
Cc1ccc(S(=O)(=O)N2C[C@@H]3CCCC[C@@H]3[C@@H](C)[C@H]2c2cn(Cc3ccccc3)c3ccccc23)cc1	-8%	9%	0.3	52	NS5 inhibitors pilot replicate=-6.4
O=C1C=C(/C=C/C2C=CC=CC2)C[C@@H](c2ccc(Cl)cc2)C1 (stereo partly drawn)	-5%	6%	4.9	70
Cc1ccc(C(=O)Nc2nc(-c3ccccn3)cs2)cc1S(=O)(=O)N1CCOCC1	7%	3%	4.5	74
CC(=O)N/C(=C/c1ccccc1)c1ccccc1	-5%	12%	-1.1	60
COc1ccc(-c2csc(NC(=O)C3CSC4(C)CCC(=O)N34)n2)cc1 (stereo not drawn)	3%	6%	2.7	61
CC(C)NC(=O)CSc1ccccc1C(=O)N1CCN(S(=O)(=O)Cc2ccccc2)CC1	-4%	5%	0.1	99
CCCCN(C(=O)c1ccc2c(c1)OCO2)c1c(N)n(CC(C)C)c(=O)[nH]c1=O	-8%	3%	-0.1	97
CCN(Cc1nc2cc(Cl)ccc2c(=O)[nH]1)C(=O)c1ccc(C)c(NC(=O)c2ccco2)c1	0%	4%	2.6	70
Cc1ccccc1NC(=O)C(C)OC(=O)C1CC(=O)N(Cc2ccco2)C1 (stereo not drawn)	-4%	1%	-2.8	71
Cn1cccc1C(=O)OCC(=O)NC(=O)c1ccc(Cl)cc1	6%	0%	-0.1	94
COc1cc(OC)cc(-c2sc3ccc(OC)cc3c2-c2ccc(O)cc2)c1	-4%	2%	37	57
Cc1noc(C)c1-c1ccc2ncnc(NC(C)c3ccco3)c2c1 (stereo not drawn)	-2%	4%	0.5	70
CCc1ccc(OC)c(S(=O)(=O)NCc2cccs2)c1	-9%	-4%	3.2	75
O=S(=O)(c1ccc(SCc2ccccc2)nc1)N1CCCCCC1	-7%	7%	3.1	91
CCOc1ccc(S(=O)(=O)N2CCC(C(=O)OCc3cccc(OC)c3OC)CC2)cc1	-9%	2%	-1.0	87
CCC(C)c1ccccc1N1CC(C(=O)Nc2ccc(N3CCOCC3)cc2)CC1=O (stereo not drawn)	1%	13%	-1.1	47
COc1ccc(NC(=O)c2cc(C3CC3)nc3c2cnn3C(C)C)cc1OC	-9%	-1%	0.5	35
O=C(N=C1SC2CS(=O)(=O)CC2N1c1ccccc1)c1cccc([N+](=O)[O-])c1 (stereo not drawn)	-9%	5%	5.7	76
Cc1cccc(C)c1NC(=O)CNC(=O)C(C)N(C)CC(=O)Nc1ccc(F)cc1 (stereo not drawn)	5%	4%	-0.9	63
CC(C)N1C(=O)C(=O)N(CC(=O)N2c3ccccc3NC(=O)CC2C)C1=O (stereo not drawn)	4%	4%	-0.4	53
Cc1ccc(S(=O)(=O)N2CCC(C(=O)N/N=C/c3cccn3C)CC2)cc1	0%	-3%	-1.1	52
Cc1nn(CC(=O)N(C)C2CCC(C)CC2)c(C)c1S(=O)(=O)N(C)C (stereo not drawn)	4%	8%	-1.7	45
O=C(COC(=O)c1c[nH]c2ccccc12)Nc1ccccc1	2%	1%	-1.0	39
Nc1nc(N)nc(-c2ccc(Cl)c(Cl)c2)n1	-6%	12%	1.6	50
COC(=O)CCNC(=O)Cc1ccc(S(=O)(=O)N2CCCCC2)s1	-4%	8%	-0.3	56
COc1ccc(NS(=O)(=O)c2ccc(OC)c(NC(=O)CNC(=O)c3ccc(OC)cc3)c2)cc1	5%	12%	0.8	58
CCc1ccc(C(=O)C(C)OC(=O)Cn2[nH]c(=O)c3ccccc3c2=O)cc1 (stereo not drawn)	-5%	0%	7.1	55
CCc1ccc(/C=C(\C#N)C(=O)NC2CCS(=O)(=O)C2)cc1 (stereo not drawn)	-10%	6%	0.1	60
COc1cc(/C=C/C(=O)N(C)CC(=O)Nc2ccccc2Br)cc2c1OCCO2	9%	4%	2.6	48
CCN(CC(=O)NC1CCS(=O)(=O)C1)S(=O)(=O)c1ccc(Cl)c(C(F)(F)F)c1 (stereo not drawn)	-7%	4%	0.3	59
COc1ccc(Cl)cc1NC(=O)CN(C)C(=O)c1sc2ccccc2c1Cl	1%	1%	0.6	51
COc1ccc(CCC2(C)NC(=O)N(C(C)C(=O)N3c4ccccc4CC3C)C2=O)cc1 (stereo not drawn)	-9%	3%	-1.3	77
CC(C)NC(=O)N(C)C[C@H]1Oc2ccc(NC(=O)Nc3ccc4c(c3)OCO4)cc2C(=O)N([C@H](C)CO)C[C@@H]1C	-5%	5%	0.7	44
CN(Cc1ccccc1)C(=O)c1cccc(NC(=O)Cc2ccc([N+](=O)[O-])cc2)c1	-4%	4%	-0.6	63
COc1ccccc1N1CCN(CC(=O)Nc2ccccc2C(=O)NCCc2ccccc2)CC1	-5%	6%	12	61
Cc1ccc(S(=O)(=O)N2CCN(C(=O)COC(=O)COc3cccc(C(F)(F)F)c3)CC2)c(C)c1	-3%	2%	-2.2	61
O=C(CSc1nnc(Nc2ccccc2)s1)NCC1CCCO1 (stereo not drawn)	6%	3%	1.3	92
COc1ccc(NC(=O)CCOc2ccccc2F)cc1S(=O)(=O)N1CCCCC1	0%	-2%	0.8	66

Nothing new here: an excerpt of the list.
SMILES	NS5 inhibitors	Rac1 GTP hydrolysis	NTR1 ag	NTR1 ag cell count 20 µM	others
CC(C)N1C(=O)C(=O)N(CC(=O)N2c3ccccc3NC(=O)CC2C)C1=O (stereo not drawn)	4%	4%	-0.4	53
Cc1ccc(S(=O)(=O)N2CCC(C(=O)N/N=C/c3cccn3C)CC2)cc1	0%	-3%	-1.1	52
Cc1nn(CC(=O)N(C)C2CCC(C)CC2)c(C)c1S(=O)(=O)N(C)C (stereo not drawn)	4%	8%	-1.7	45
O=C(COC(=O)c1c[nH]c2ccccc12)Nc1ccccc1	2%	1%	-1.0	39
Nc1nc(N)nc(-c2ccc(Cl)c(Cl)c2)n1	-6%	12%	1.6	50
COC(=O)CCNC(=O)Cc1ccc(S(=O)(=O)N2CCCCC2)s1	-4%	8%	-0.3	56
COc1ccc(NS(=O)(=O)c2ccc(OC)c(NC(=O)CNC(=O)c3ccc(OC)cc3)c2)cc1	5%	12%	0.8	58
CCc1ccc(C(=O)C(C)OC(=O)Cn2[nH]c(=O)c3ccccc3c2=O)cc1 (stereo not drawn)	-5%	0%	7.1	55
CCc1ccc(/C=C(\C#N)C(=O)NC2CCS(=O)(=O)C2)cc1 (stereo not drawn)	-10%	6%	0.1	60
COc1cc(/C=C/C(=O)N(C)CC(=O)Nc2ccccc2Br)cc2c1OCCO2	9%	4%	2.6	48
CCN(CC(=O)NC1CCS(=O)(=O)C1)S(=O)(=O)c1ccc(Cl)c(C(F)(F)F)c1 (stereo not drawn)	-7%	4%	0.3	59
COc1ccc(Cl)cc1NC(=O)CN(C)C(=O)c1sc2ccccc2c1Cl	1%	1%	0.6	51
COc1ccc(CCC2(C)NC(=O)N(C(C)C(=O)N3c4ccccc4CC3C)C2=O)cc1 (stereo not drawn)	-9%	3%	-1.3	77
CC(C)NC(=O)N(C)C[C@H]1Oc2ccc(NC(=O)Nc3ccc4c(c3)OCO4)cc2C(=O)N([C@H](C)CO)C[C@@H]1C	-5%	5%	0.7	44
CN(Cc1ccccc1)C(=O)c1cccc(NC(=O)Cc2ccc([N+](=O)[O-])cc2)c1	-4%	4%	-0.6	63
COc1ccccc1N1CCN(CC(=O)Nc2ccccc2C(=O)NCCc2ccccc2)CC1	-5%	6%	12	61

(cont.)
SMILES	NS5 inhibitors	Rac1 GTP hydrolysis	NTR1 ag	NTR1 ag cell count 20 µM	others
c1ccc2c(CCN3CCNC[C@H]3Cc3cccc4ccccc34)cccc2c1	-10%	10%	2.0	59
Nc1c(N(CCO)C(=O)C2CCCC2)c(=O)[nH]c(=O)n1Cc1ccccc1	-1%	2%	-0.4	61
O=C(Nc1ccc(Cl)c(S(=O)(=O)N2CCCCC2)c1)c1cccnc1	-7%	-1%	-0.6	62
COc1ccccc1NS(=O)(=O)c1ccc(C(=O)NCc2ccc(S(N)(=O)=O)cc2)cc1	-2%	7%	0.5	55
Cc1ccc(S(=O)(=O)N(C)c2ccc(OC(=O)c3cc(=O)[nH]c4ccccc34)cc2)cc1	-2%	3%	5.3	58
Cc1cc(C)cc(NC(=O)CSc2nnc(CNC(=O)c3ccco3)n2C)c1	2%	8%	2.0	75
CSc1ncccc1C(=O)OCC(=O)NC1CCCC1	-2%	3%	1.5	54
CCN(CC(=O)Nc1ccc2c(c1)OCCO2)C(=O)CCc1ccc(OC)cc1	1%	4%	0.6	60
CCOc1ccc(C(=O)NC(C(=O)N2CCC2)C(C)C)cc1 (stereo not drawn)	2%	5%	0.0	61
COc1ccc(NS(=O)(=O)c2ccc(N3CCCCC3)c(N)c2)cc1	-3%	8%	2.0	62
CCOc1ccc(C(=O)NCC(=O)OCCCC(=O)c2ccc(F)cc2)cc1OCC	-4%	2%	1.2	54
COc1ccccc1CNC(=O)COC(=O)c1ccc([N+](=O)[O-])o1	1%	8%	2.0	50
O=C(CCc1nc(-c2ccc(Cl)cc2)no1)NCc1ccccc1CN1CCOCC1	1%	3%	3.5	56
COc1ccc(C(C)=O)cc1CC(=O)Nc1cccc(S(=O)(=O)N2CCOCC2)c1	-4%	4%	-1.9	62
COc1ccc(Br)c(C(=O)OCC(=O)NC2CCCCCC2)c1	-4%	8%	1.7	44
COc1ccc(C(CNC(=O)c2ccc(OCc3ccccc3)cc2)N2CCOCC2)cc1 (stereo not drawn)	2%	10%	-1.2	50
CC(CC(=O)Nc1ccc(Cl)c(S(=O)(=O)N2CCOCC2)c1)c1ccccc1 (stereo not drawn)	-7%	5%	0.2	52
N#CC1(NC(=O)Cn2cc(C(F)(F)F)ccc2=O)CCCC1	-1%	5%	2.4	62
CCOc1ccc(S(=O)(=O)N2CCNC(=O)C2)cc1	-4%	-2%	1.5	52
O=C(C[C@H]1C[C@H](C(=O)N2CCOCC2)[C@@]2(CCC3CCCC3)c3[nH]c4ccc(Cl)cc4c3CCN2C1=O)NCC12CC3CC(CC(C3)C1)C2	-2%	7%	0.8	63	NS5 inhibitors pilot replicate=-6.1
CC[C@]1(C(=O)OC)[C@H]2C(=O)N(C)C(=O)[C@H]2[C@H]2CN=C(SCc3ccc(OC)cc3)N21	-13%	7%	3.7	52	NS5 inhibitors pilot replicate=-7.6
C=C1c2ccccc2O[C@H](C(=O)OCC)[C@@H]1C1CCCCC1	3%	6%	3.5	61	NS5 inhibitors pilot replicate=-3.9
CN(Cc1ccccc1)C(=O)c1cccc(NC(=O)Cc2cccc([N+](=O)[O-])c2)c1	-7%	6%	-0.2	58
CCN(C(=O)c1cc(S(=O)(=O)N2CCCC2)ccc1C)C1CCS(=O)(=O)C1 (stereo not drawn)	-4%	0%	1.1	67
O=C(NCC(c1ccco1)N1CCCCC1)c1cnc(Cl)c(Cl)c1 (stereo not drawn)	-4%	1%	2.0	61
COc1cc2cc(CCCOC(=O)CCC(=O)O)oc(=O)c2cc1OC	-4%	0%	0.9	58
CCOC(=O)C1=C(COC(=O)CCNS(=O)(=O)c2ccc(C)c(C)c2)NC(=O)NC1C (stereo not drawn)	-6%	9%	0.3	53
C[C@@H]1COC(=O)[C@@H](NC(=O)OCC2c3ccccc3-c3ccccc32)C/C=C\C[C@@H](CC(=O)N(CCO)Cc2ccccc2)C(=O)N1	10%	10%	1.2	62
O=C(NCc1ccco1)c1cccc2c1C(=O)c1ccc(N3CCC(Cc4ccccc4)CC3)cc1S2(=O)=O	?	8%	-0.4	53
Cc1ccc(NC(=O)c2ccc3c(c2)C(=O)N(c2ccccc2C)C3=O)nc1	2%	-2%	1.0	53
CCCCNS(=O)(=O)c1ccc(Br)cc1N1CCC[C@H]1CO	3%	9%	1.4	65	NS5 inhibitors pilot replicate=0.3
CCOc1ccc(C(=O)NCC(=O)N2CCN(c3ccc(C(F)(F)F)cn3)CC2)cc1	1%	3%	-1.5	58
COc1ccc(CCN(C)C(=O)CCNS(=O)(=O)c2ccccc2C(F)(F)F)cc1OC	-8%	5%	-0.2	52
Cc1cc(C(=O)N2CCN(S(=O)(=O)c3ccc(C)c(C)c3)CC2)no1	3%	5%	-0.9	63

Screens as filed in PubChem BioAssay.
